Mcl1 Bid PPI – Mcl-1/Bid binding inhibitors, primary screen, biochemical, TR-FRET, 1536-well | inhibition, % at 21.7 µM | AID 1021, 2008 | Induced myeloid leukemia cell differentiation protein Mcl-1 (Homo sapiens), Q07820 | TR-FRET Mcl-1/Bid-Dy647 peptide binding | 0.97% of 220,000 active;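 active means compounds that cut the binding signal by more than half at the single screening dose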;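 further: His-tagged Mcl-1 with europium anti-His antibody binding Bid BH3 peptide; 0% = Mcl-1 plus peptide wells and 100% = peptide-only wells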
Target sequence (Q07820 whole entry, looked up): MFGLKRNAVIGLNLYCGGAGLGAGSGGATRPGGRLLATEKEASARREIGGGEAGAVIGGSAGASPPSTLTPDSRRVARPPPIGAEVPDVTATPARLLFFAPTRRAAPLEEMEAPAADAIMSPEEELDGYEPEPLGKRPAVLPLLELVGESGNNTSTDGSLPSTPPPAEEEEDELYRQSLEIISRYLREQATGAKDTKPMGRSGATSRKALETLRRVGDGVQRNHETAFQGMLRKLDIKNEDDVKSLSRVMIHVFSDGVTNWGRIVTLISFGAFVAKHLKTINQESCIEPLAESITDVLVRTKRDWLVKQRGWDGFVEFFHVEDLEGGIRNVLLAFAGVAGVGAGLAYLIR
Mcl1 Noxa PPI – Mcl-1/Noxa binding inhibitors, primary screen, biochemical, TR-FRET, 1536-well; AID 1022, 2008; Induced myeloid leukemia cell differentiation protein Mcl-1 (Homo sapiens), Q07820; TR-FRET Mcl-1/Noxa peptide binding, 2 h; 1.5% of 220,000 active; inhibition, % at 21.7 µM;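 active means compounds that cut the protein-peptide binding signal by more than 50% relative to plate controls in a single-dose test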;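 further: His-tagged Mcl-1 with rhodamine Noxa BH3 peptide and terbium anti-His antibody; 0% = Mcl-1 plus Noxa peptide wells and 100% = peptide-only wells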
Rab2 wt GTP – modulators of GTP binding to Rab2A wildtype, primary screen, biochemical, dog, bead-based flow cytometry, multiplex. Ras-related protein Rab-2A (Canis lupus familiaris), P61105. 0.19% of 190,000 active. GTP binding activity, % at 10 µM. GST-Rab2 wt beads, Bodipy-GTP binding;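 active means GTP binding activity at least 20 points away from 100%, either lowered or raised; inconclusive means signal likely due to the compound's own green fluorescence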;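 further: 0% = beads with excess unlabeled GTP and 100% = no-compound control corrected for plate trend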
Bim-Mcl-1 – inhibitors of Bim peptide binding to Mcl-1, primary screen, biochemical, bead-based flow cytometry, multiplex. inhibition, % at 10 µM. 0.1% of 190,000 active. Bim peptide-Mcl-1 binding. Induced myeloid leukemia cell differentiation protein Mcl-1 (Homo sapiens), Q07820; in the data active means inhibition above about 40%;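 further: 0% = no compound tracer wells and 100% = peptide blocker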
Rac1 mut GTP – GTP binding modulators of activated mutant Rac1, primary screen, biochemical, bead-based flow cytometry, multiplex, fluorescent GTP; Ras-related C3 botulinum toxin substrate 1 (Homo sapiens), P63000; GST-Rac1 activated beads; actives lie on both sides; 100% means binding = to untreated wells; AID 764, 2007; percent activity (GTP binding), % at 10 µM; 0.11% of 190,000 active;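 active means GTP binding at least 20 percentage points away from the 100% baseline, in either direction, so actives lie on both sides; inconclusive means Compound likely fluorescent itself, or too few beads counted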
Rab7 wt GTP bind – modulators of GTP binding to Rab7, primary screen, biochemical, wildtype, multiplex bead flow cytometry; AID 758, 2007; Rab7 GTPase wild type (dog), Bodipy-FL-GTP binding; GTP binding activity (percent of control), % at 10 µM; 0.055% of 190,000 active; GST-Rab7 beads, fluorescent GTP binding; actives lie on both sides; untreated = 100%, excess cold GTP = 0%;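 active means fluorescent GTP binding to Rab7 beads changed by at least 20 points from the 100% baseline, either direction, mostly lower; inconclusive means compound itself probably fluorescent, or too few beads counted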;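 further: median green fluorescence of bound Bodipy-FL-GTP per Rab7 bead population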
Avidin bead fluor – green autofluorescence of compounds with avidin beads – biophysical, 488/530 nm, flow cytometry, artefact control, profiling panel; fluorescence (KMESF) at 10 µM; AID 1775, 2009; 0.38% of 220,000 active; compound fluorescence 488/530 nm; active compounds read high; in the data active means fluorescence above about 47; further: inactives centre near 10
Pf gametocyte – late stage P. falciparum gametocyte viability inhibitors, primary screen, ATP luminescence, HTS; P. falciparum stage V gametocytes, 24 h; inhibition, % at 10.9 µM; 0.065% of 150,000 active; AID 743093, 2013;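 active means inhibition above the mean plus 3 SD of compounds within the control limits, set per campaign, cut at about 38% in these data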;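 further: 0% = DMSO wells and 100% = medium only without gametocytes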
Rac1 wt GTP bind – wildtype Rac1 GTP binding modulators, primary screen, biochemical, GST-Rac1 beads, flow cytometry, multiplex. GTP binding activity (% of control), % at 10 µM. Ras-related C3 botulinum toxin substrate 1 (Homo sapiens), P63000. fluorescent GTP binding; actives lie on both sides; 0 = cold GTP competed, 100 = untreated. 0.27% of 190,000 active;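 active means GTP binding activity at least 20 points away from the 100% control level, either lower or higher; inconclusive means compound flagged as likely green fluorescent, judged across all proteins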
Cdc42 wt GTP – modulators of GTP binding to wildtype Cdc42, primary screen, biochemical, multiplex bead flow cytometry, Bodipy-GTP. 0.2% of 190,000 active. Cell division control protein 42 homolog (Homo sapiens), P60953. GST-Cdc42 beads; actives lie on both sides. percent activity (GTP binding), % at 10 µM;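 active means percent activity GTP binding at least 20 points away from the 100% baseline, either down as inhibitor or up as activator; inconclusive means compound flagged as likely green fluorescent from well-wide comparison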;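 further: median bead fluorescence of bound Bodipy-FL-GTP at 100 nM; 0% = excess unlabeled GTP control and 100% = no compound control; below 100% means less GTP binding so inhibitor and above means activator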
Target sequence (P60953 whole entry, looked up): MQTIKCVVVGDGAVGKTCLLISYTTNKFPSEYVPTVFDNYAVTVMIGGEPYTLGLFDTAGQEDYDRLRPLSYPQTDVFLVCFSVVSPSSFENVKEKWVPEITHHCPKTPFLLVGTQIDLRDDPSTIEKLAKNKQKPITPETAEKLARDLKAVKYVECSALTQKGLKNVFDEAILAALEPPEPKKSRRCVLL
HRas wt GTP – modulators of GTP binding to HRas wildtype, primary screen, biochemical, bead-based flow cytometry, multiplex; GST-Ras wt beads, Bodipy-FL-GTP binding; actives lie on both sides; GTP binding activity, % at 10 µM; 0.14% of 190,000 active; GTPase HRas (Homo sapiens), P01112;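 active means GTP binding activity at least 20% away from the 100% baseline, either lowered as inhibitor or raised as activator; inconclusive means flagged as likely green fluorescent, judged across all proteins in the well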;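 further: 0% = unlabeled GTP competition control and 100% = no-compound control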
Target sequence (P01112 whole entry, looked up): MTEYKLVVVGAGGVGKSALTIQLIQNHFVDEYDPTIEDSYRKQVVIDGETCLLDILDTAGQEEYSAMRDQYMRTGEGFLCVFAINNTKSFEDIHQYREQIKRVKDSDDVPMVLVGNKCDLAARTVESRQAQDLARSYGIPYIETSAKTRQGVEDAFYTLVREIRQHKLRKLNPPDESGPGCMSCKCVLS
* = called active by the depositor; ? = inconclusive; nt = not tested or not shown.

SMILES | Mcl1 Bid PPI | Mcl1 Noxa PPI | Rab2 wt GTP | Bim-Mcl-1 | Rac1 mut GTP | Rab7 wt GTP bind | Avidin bead fluor | Pf gametocyte | Rac1 wt GTP bind | Cdc42 wt GTP | HRas wt GTP
C(=N\N(Cc1ccccc1)c1ccccc1)/c1ccco1 | -24 | 3 | 98 | -3 | 92 | 103 | 11 | 7 | 92 | 96 | 97
CC(C)=C1C2CCC1C(C(=O)NCc1ccccc1)C2C(=O)O (centres undefined) | 18 | 15 | 87 | -2 | 86 | 88 | 12 | nt | 84 | 88 | 92
COCCCNC(=O)Cn1c(=O)n(CC(=O)NCCc2ccc(OC)c(OC)c2)c(=O)c2sccc21 | -9 | -15 | 96 | 9 | 95 | 102 | 10 | 0 | 96 | 95 | 95
CCN(Cc1ccccc1)c1ccc(/C=C(\C#N)c2ccccn2)cc1 | -36 | 23 | 99 | -1 | 101 | 96 | 11 | -21 | 103 | 102 | 98
COc1ccc(-c2nc(C#N)c(NCCCN3CCOCC3)o2)cc1 | -34 | 12 | 97 | 0 | 99 | 96 | 6 | nt | 105 | 98 | 98
COCCn1c(-c2ccc(Cl)cc2)cnc1SCC(=O)NCc1cccs1 | -13 | -28 | 100 | -1 | 100 | 97 | 13 | -1 | 102 | 100 | 101
Cc1cc(NC(=O)C(=O)NCCN2CCN(S(C)(=O)=O)CC2)ccc1Br | -44 | 19 | 97 | 0 | 95 | 106 | 20 | nt | 95 | 94 | 97
CCOC(=O)C1=C(N)OC(CCl)=C(C#N)C1c1ccsc1 (centres undefined) | -28 | 0 | 100 | -2 | 99 | 98 | 9 | nt | 100 | 103 | 98
Cc1ccc(-n2c(SCC(=O)Nc3cc(S(=O)(=O)N4CCOCC4)ccc3Cl)nc3ccccc3c2=O)cc1 | -23 | -20 | 103 | 0 | 101 | 101 | 3 | 14 | 104 | 102 | 103
c1ccc(-c2nc(-n3ccnc3)nc(-n3ccnc3)n2)cc1 | -5 | -6 | 103 | -6 | 101 | 105 | 12 | -2 | 105 | 102 | 104
CSc1ccc(CN(C)C(C)C(=O)Nc2ccc(F)c(F)c2F)cc1 (centres undefined) | -6 | 0 | 96 | 0 | 95 | 105 | 13 | -5 | 98 | 91 | 97
CC(C)(C)C1=C(C#N)C(c2ccncc2)C(C#N)=C(N)O1 (centres undefined) | -16 | 7 | 83 | -4 | 93 | 87 | 2 | nt | 92 | 91 | 86
COc1cccc(-c2nn(C)c3sc(C(=O)N4CCN(c5ccccn5)CC4)cc23)c1 | -24 | -3 | 99 | -1 | 100 | 98 | 26 | nt | 104 | 100 | 99
Cc1ccsc1CNn1cnnc1SCc1ccc(Cl)cc1 | -2 | -6 | 99 | nt | 97 | 94 | 4 | 7 | 100 | 96 | 97
CC1(C)Cc2c(ccc3ccccc23)/C(=C/C#N)N1 | -12 | -5 | 100 | 0 | 98 | 104 | 29 | nt | 103 | 100 | 100
CCOc1ccc(Nc2nc(Cc3nnc(SCC(=O)NCC4CCCO4)n3C)cs2)cc1 (centres undefined) | 6 | 17 | 101 | -5 | 100 | 101 | 10 | 8 | 103 | 104 | 101
CCc1ccc(Nc2nnc(SCC(=O)Nc3cccc(S(=O)(=O)NC4=NCCCCC4)c3)s2)cc1 | -51 | 26 | 98 | -3 | 97 | 101 | 9 | nt | 101 | 99 | 100
O=C(NNc1nc2c(F)cccc2s1)c1ccc(F)cc1 | -39 | 23 | 96 | 1 | 95 | 105 | 21 | 6 | 95 | 91 | 98
CCC(=O)NC(c1ccc(C)cc1)c1cc([N+](=O)[O-])c2cccnc2c1O (centres undefined) | 7 | -39 | 98 | 0 | 96 | 101 | 1 | 6 | 104 | 101 | 100
CCOc1cc([C@@H]2C[C@H]3CN(c4ccccc4)C(=O)[C@]34CCCN24)ccc1OC | -15 | 17 | 102 | -2 | 99 | 108 | 9 | -40 | 102 | 104 | 102
COc1ccc(/C=N/n2cnc3c([nH]c4ccccc43)c2=O)cc1COc1ccccn1 | -12 | 32 | 87 | -1 | 87 | 101 | 6 | nt | 84 | 83 | 88
O=C(N/N=C/c1ccc(-c2cccc(C(F)(F)F)c2)o1)c1ccccc1Br | 6 | 1 | 97 | 1 | 97 | 97 | 8 | nt | 98 | 98 | 98
Cc1cc(Cl)ccc1Oc1nccc(N(C)C)c1C#N | 3 | -4 | 104 | 6 | 103 | 102 | 33 | -6 | 110 | 106 | 105
CCCC(=O)Nc1nc2ccc3nc(C)sc3c2s1 | -21 | 10 | 98 | 0 | 95 | 100 | 11 | nt | 100 | 103 | 100
CCC(CC)NC(=O)c1ccccc1Oc1ccccc1 | -14 | 5 | 97 | 0 | 97 | 95 | 10 | -14 | 102 | 99 | 100

(listing goes on)
SMILES | Mcl1 Bid PPI | Mcl1 Noxa PPI | Rab2 wt GTP | Bim-Mcl-1 | Rac1 mut GTP | Rab7 wt GTP bind | Avidin bead fluor | Pf gametocyte | Rac1 wt GTP bind | Cdc42 wt GTP | HRas wt GTP
COc1cc(NC(=O)c2ccccc2Cl)c(OC)cc1NC(=O)CN1CCCCC1 | -28 | -10 | 99 | -1 | 96 | 99 | 8 | -14 | 101 | 99 | 97
COc1ccc(OC)c(NC(=O)CNC(=O)Cn2cnc3ccccc3c2=O)c1 | -23 | 6 | 102 | 3 | 98 | 102 | 29 | -27 | 105 | 104 | 101
O=C(NCCc1c[nH]c2ccccc12)/C(=C\c1cccs1)NC(=O)c1ccccc1 | -41 | -30 | 101 | -1 | 102 | 98 | 11 | 19 | 106 | 102 | 100
C=CCNC(=O)CCCC(=O)NCC=C | -19 | 2 | 106 | -3 | 102 | 111 | 18 | 7 | 103 | 107 | 107
O=C(CCC(=O)N(CC(=O)NC1CCCC1)Cc1cccs1)Nc1nccs1 | -18 | 3 | 95 | -1 | 93 | 97 | 12 | 5 | 99 | 97 | 99
COc1ccc(/C(O)=C2/C(=O)C(=O)N(CC3CCCO3)C2c2ccc(OC)c(OC)c2)cc1 (centres undefined) | -107 | 13 | 98 | -1 | 99 | 100 | 24 | 2 | 101 | 102 | 101
NC(=O)c1nsc(C(=O)N(CC(=O)NC2CCCC2)Cc2ccc3c(c2)OCO3)c1N | -10 | 8 | 97 | 0 | 96 | 93 | 11 | -13 | 96 | 96 | 96
Cc1c(NC(=O)CSc2nnnn2-c2ccc(O)cc2)c(=O)n(-c2ccccc2)n1C | -3 | 11 | 99 | -5 | 98 | 99 | 6 | 17 | 97 | 97 | 97
CS(=O)(=O)N1CCN(CCN2C(=O)c3cccc4cccc(c34)C2=O)CC1 | -15 | -18 | 97 | 5 | 97 | 97 | 9 | nt | 97 | 99 | 94
COc1ccc(N2C(=O)CC(Sc3ncccc3C(=O)O)C2=O)cc1 (centres undefined) | -11 | 7 | 104 | -2 | 102 | 101 | 4 | nt | 119 | 110 | 103
CCOC(=O)C1(Cc2cccc(OC)c2)CCCN(Cc2cnn(C)c2)C1 (centres undefined) | -57 | 0 | 98 | 3 | 97 | 97 | 5 | 5 | 101 | 98 | 98
Cc1cnn(-c2cc(N/N=C/c3cccc(F)c3)ncn2)c1 | 10 | 7 | 97 | -2 | 97 | 98 | 16 | -5 | 101 | 98 | 96
CCOC(=O)c1c[nH]c(=O)c(Br)c1O | -5 | -7 | 99 | -3 | 101 | 98 | 0 | -4 | 104 | 102 | 101
COc1ccc(C(C)=O)cc1CN1C(=O)NC(CC(C)C)C1=O (centres undefined) | -6 | 6 | 97 | -4 | 95 | 98 | 22 | -3 | 93 | 93 | 97
CCS(=O)(=O)c1ccc2oc(SCC(=O)Nc3ccc(OC)c(OC)c3)nc2c1 | -14 | -2 | 102 | 1 | 97 | 101 | 10 | 15 | 100 | 100 | 100
COc1ccc(N(C(=O)CCC(=O)Nc2cc(C)on2)C(C(=O)NC2CCCC2)c2ccco2)cc1 (centres undefined) | -3 | 15 | 94 | -2 | 94 | 96 | 11 | -16 | 99 | 95 | 96
CCC(C)n1c(SCC(=O)NCc2ccco2)nnc1-c1cccc(S(=O)(=O)N2CCOCC2)c1 (centres undefined) | -10 | 12 | 101 | 1 | 99 | 100 | 5 | 4 | 105 | 102 | 100
CCOc1cccc(SCc2noc(C(=O)NCCOC)c2C(=O)O)c1 | 4 | 4 | 95 | 0 | 94 | 95 | 11 | -13 | 94 | 98 | 98
CCC(=O)N1CCN(c2cc(N3CCN(C)CC3)c(F)cc2[N+](=O)[O-])CC1 | -8 | 11 | 101 | -4 | 98 | 102 | 15 | 2 | 103 | 101 | 99
Nn1cc(-c2ccccc2)nc1SCC(=O)NCC1CCCO1 (centres undefined) | -32 | 0 | 100 | -2 | 97 | 102 | 12 | -3 | 97 | 98 | 99
CC[C@H](C)[C@H](NC(=O)[C@H](Cc1ccc(O)cc1)NC(=O)[C@@H](N)C(C)C)C(=O)N[C@@H](Cc1cnc[nH]1)C(=O)N1CCC[C@H]1C(=O)N[C@@H](Cc1ccccc1)C(=O)O | -5 | 8 | 100 | -3 | 101 | 98 | 10 | nt | 102 | 96 | 97
CCOC(=O)c1cnc(SCC(=O)OC)nc1N | -4 | 5 | ? | -4 | ? | ? | 11 | -3 | ? | ? | ?
C1=CC2c3ccccc3NC(c3ccncc3)C2C1 (centres undefined) | -26 | 78* | 95 | 4 | 94 | 99 | 15 | -14 | 96 | 96 | 97
O=C(Nc1ccccc1Cl)c1ccc2nsnc2c1 | -6 | 11 | 99 | -3 | 98 | 99 | 20 | nt | 100 | 98 | 97
C/C(=N\NC(=O)c1c(Cl)cnn1C)c1cccc(NC(=O)COc2ccccc2)c1 | 18 | 4 | 99 | -3 | 97 | 99 | 4 | nt | 98 | 98 | 97
CCc1nc(SCC(=O)NNC(=O)c2ccc(OC)cc2)c2ccccc2n1 | -33 | -4 | 95 | -7 | 94 | 97 | 7 | nt | 93 | 92 | 94
Cc1ccc(-c2nn(-c3ccccc3)cc2NC(=O)CCl)cc1 | -12 | 4 | 93 | 3 | 94 | 89 | 13 | 8 | 91 | 94 | 93
